# CIT2 TOR yeast: yeast TOR pathway CIT2-GFP modulation; S. cerevisiae CIT2-GFP strain, flow cytometry, 3 h; 100 means same as DMSO wells; GFP response vs DMSO, % at 10 µM; actives 0.065% (n = 320,000);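 active = GFP response relative to DMSO above a set limit, near the screen mean plus 3 SD, cut at about 150% in these data; inconclusive = Fewer than 70 cells measured for a yeast strain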;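 also: ratio of well median GFP fluorescence to mean of DMSO wells on the plate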
# MEX-5 binding: C. elegans MEX-5 TCR-2 RNA binding activity. activity score (negative = inhibition of binding), % at 10 µM. AID 1832. actives 0.38% (n = 300,000). MEX-5/FITC-TCR2 RNA binding, fluorescence polarization; hits give low values. Q9XUB2;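 active = inhibition past about -25% in most replicates, and total fluorescence under double the plate's negative control median, limit read from the data; inconclusive = replicates evenly split on the limit, or fluorescence at least double controls; inactive = too little inhibition in most replicates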;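 also: 0% = DMSO and -100% = 5 µM competing unlabeled TCR2 RNA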
# GLD-1 RNA inh: GLD-1-TGE RNA interaction inhibition (C. elegans) | actives 0.44% (n = 320,000) | AID 2280 | inhibition, % at 5.96 µM | purified GLD-1 + fluorescein TGE RNA, fluorescence polarization;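 active = percent inhibition above a per-plate cutoff, the plate mean of test compounds plus 3 SD, cut at about 30% in these data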;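 also: 0% = DMSO wells with GLD-1 and probe and 100% = wells lacking GLD-1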
# GRK2 inh: inhibitors of human GRK2 displacing RNA aptamer; P25098; inhibition of aptamer binding, % at 10 µM; actives 0.59% (n = 330,000); bead flow cytometry, FAM-aptamer displacement from GRK2;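 active = inhibition of aptamer binding above 40%, roughly 3 SD of noise, on plates passing a quality check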;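 also: median bead fluorescence of bound FAM aptamer so fluorescent compounds give negative values; no value below 0 was filed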
# Target sequence (P25098 whole entry, looked up): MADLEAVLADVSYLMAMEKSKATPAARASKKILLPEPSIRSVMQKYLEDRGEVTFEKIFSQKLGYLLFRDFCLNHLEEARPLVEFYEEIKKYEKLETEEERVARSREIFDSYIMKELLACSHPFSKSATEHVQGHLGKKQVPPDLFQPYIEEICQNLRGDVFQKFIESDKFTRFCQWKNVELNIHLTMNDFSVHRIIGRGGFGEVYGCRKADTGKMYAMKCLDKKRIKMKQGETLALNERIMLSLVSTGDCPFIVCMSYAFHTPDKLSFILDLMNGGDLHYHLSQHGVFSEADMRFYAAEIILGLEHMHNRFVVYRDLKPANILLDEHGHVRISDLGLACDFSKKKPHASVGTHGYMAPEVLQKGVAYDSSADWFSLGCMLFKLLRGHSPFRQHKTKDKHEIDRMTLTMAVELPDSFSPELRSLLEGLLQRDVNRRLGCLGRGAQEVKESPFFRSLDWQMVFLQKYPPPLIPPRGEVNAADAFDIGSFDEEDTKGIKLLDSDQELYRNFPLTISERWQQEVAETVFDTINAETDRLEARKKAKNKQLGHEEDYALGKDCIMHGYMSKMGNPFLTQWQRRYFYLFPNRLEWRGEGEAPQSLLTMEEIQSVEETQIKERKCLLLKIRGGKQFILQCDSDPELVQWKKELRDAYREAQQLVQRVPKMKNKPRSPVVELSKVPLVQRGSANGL
# AGP1 TOR yeast: yeast TOR pathway AGP1-GFP modulation; S. cerevisiae AGP1-GFP multiplex flow cytometry, 3 h; GFP as percent of DMSO wells; GFP response vs DMSO, % at 10 µM; actives 0.02% (n = 320,000); AID 2066;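 active = GFP response relative to DMSO above a set limit, near screen average plus 3 SD, cut at about 150% in these data; inconclusive = fewer than 70 cells counted for the yeast strain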;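 also: median GFP channel fluorescence of the gated AGP1 strain per well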
# VLA-4 inh: inhibition in a human VLA-4 binding assay; VLA-4 expressing cells, ligand binding flow cytometry; AID 2557; inhibition, % (about 7 µM as worked out from the volumes in the protocol); P13612; actives 0.2% (n = 330,000); in the data active = inhibition above about 50%
# CR mimetic SO: lowers age-related superoxide in aged yeast cells. S. cerevisiae aged cells, superoxide DHE fluorescence; hits give low values. superoxide response (% of plate mean), % at 10 µM. actives 0.18% (n = 330,000). AID 2690;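 active = superoxide response under a set limit, about three screen SD below normal, cut at about 65% in these data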;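 also: yeast aged for seven days with compound at 30 °C before DHE staining; 100% = average MFI of all compound-treated wells on the plate with controls excluded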
# MCL1 BIM primary: MCL1-BIM-BH3 interaction inhibition (human). GST-MCL1 / FITC-Bim-BH3 fluorescence polarization. inhibition, % at 10.9 µM. AID 2057. actives 0.68% (n = 320,000);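 active = inhibition above the mean inhibition of all tested compounds plus 3 SD, set per campaign, cut at about 40% in these data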;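 also: 0% = DMSO wells and 100% = unlabeled Bim-BH3 peptide control; higher means more loss of mP so more displacement of Bim peptide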
# Target sequence (Q07820 whole entry, looked up): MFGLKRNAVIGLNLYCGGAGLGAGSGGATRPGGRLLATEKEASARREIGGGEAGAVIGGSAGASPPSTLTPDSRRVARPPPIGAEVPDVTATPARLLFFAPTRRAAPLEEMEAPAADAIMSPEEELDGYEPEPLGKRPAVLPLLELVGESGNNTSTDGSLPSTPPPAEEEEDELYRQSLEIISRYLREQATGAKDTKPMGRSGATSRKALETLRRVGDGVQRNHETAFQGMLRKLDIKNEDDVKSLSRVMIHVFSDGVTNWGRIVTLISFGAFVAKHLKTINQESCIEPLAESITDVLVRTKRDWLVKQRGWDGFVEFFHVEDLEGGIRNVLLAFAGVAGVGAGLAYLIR
# Bcl-xL primary: Bcl-xL (human) inhibition; AID 2129; GST-Bcl-xL / FITC-Bim BH3 peptide fluorescence polarization; inhibition, % at 10.9 µM; actives 0.7% (n = 320,000); Q07817;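 active = inhibition above the mean of all tested compounds plus 3 SD, cutoff set per campaign, cut at about 30% in these data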;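 also: 0% = DMSO wells and 100% = unlabeled Bim-BH3 peptide competitor; inhibitors lower millipolarization by displacing the labeled peptide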
# Active calls of the source: *; ? = inconclusive; . = no result given; [ ] = dose if it differs, or a comment.
SMILES,CIT2 TOR yeast,MEX-5 binding,GLD-1 RNA inh,GRK2 inh,AGP1 TOR yeast,VLA-4 inh,CR mimetic SO,MCL1 BIM primary,Bcl-xL primary
Cc1ccc(S(=O)(=O)N2CCN(c3ccc([N+](=O)[O-])c4cccnc34)CC2)cc1,90,-5.0,6,9,98,2,104,3,3
Cc1cc(NNC(=O)c2ccccc2)nc(NNC(=O)c2ccccc2)n1,104,-0.3,7,0,101,0,91,-1,-1
CCOc1cc(C(N)=O)cc(Br)c1OC,107,0.8,5,0,103,-14,97,-7,0
CN(C)CCN(Cc1cc2cc3c(cc2[nH]c1=O)OCO3)C(=S)NCC1CCCO1 (centres undefined),94,1.4,-3,0,100,4,110,-4,-1
CCCN1C2CCCC1CC(NC(=O)Nc1cccc(C(C)=O)c1)C2 (centres undefined),91,-1.0,-2,0,101,17,88,2,9
CCCCOc1ccc(-c2nnn(CC(=O)NCc3ccco3)n2)cc1,89,-4.4,7,0,86,13,101,7,-1
FC(F)(F)c1cccc(NC(=S)NNC(=S)Nc2ccc(Cl)cc2)c1,101,0.6,9,1,93,2,86,-5,-2
O=C(CSc1nnnn1C1CCCC1)N1CCCc2ccccc21,104,0.3,4,0,101,5,122,7,-1
CSCC[C@H](NC(=O)OC(C)(C)C)c1nnc(SCC(N)=O)o1,104,0.2,5,0,96,-1,97,6,6
Cc1csc(=O)n1CC(=O)OC(C)C(=O)Nc1cccc(Cl)c1 (centres undefined),103,-0.1,-3,1,108,3,93,-1,0
COC(=O)c1cccc(NC(=O)c2ccc[n+]([O-])c2)c1,104,1.7,-3,1,101,9,97,10,7
CNC(=O)c1ccc(NC(=O)CN2c3cccc4cccc(c34)S2(=O)=O)cc1,100,0.4,9,0,110,-9,91,5,4
CC(=O)Nc1ccc(S(=O)(=O)N2CCC(C(=O)NC3CCCC3)CC2)cc1,95,-1.0,-5,0,102,11,93,2,-1
CCCCSCCCNC(=O)c1ccc(CS(=O)(=O)c2ccc(OC)cc2)o1,98,1.6,7,2,86,-7,117,0,2
COc1ccc(Cl)cc1NC(=O)CN(C)C(=O)c1cccc(S(=O)(=O)N2CCN(C)CC2)c1,78,.,-1,0,80,2,111,.,.
Cc1cc2oc(=O)cc(CN3CCOCC3)c2cc1O,98,-0.9,-3,0,99,3,103,7,9
Cc1nc(N2CCN(c3ccccn3)CC2)c2c(C)c(C(=O)Nc3ccc(Cl)cc3)sc2n1,88,-0.4,0,2,98,10,104,-4,4
CCn1cc(-c2n[nH]c(=S)n2-c2ccc(C)cc2Br)c(=O)c2ccc(C)nc21,101,.,3,3,100,-3,114,-1,-6
C/C(=N\NC(=O)c1nnn(-c2nonc2N)c1CN(C)c1ccccc1)c1cccs1,102,0.3,-3,2,102,28,92,8,4
CCN(c1ccccc1)c1nc2nonc2nc1NCCO,97,0.5,5,1,100,9,80,0,1
C/C(=N\NC(=O)C(=O)Nc1cccc(C(F)(F)F)c1)c1ccc(Cl)s1,98,-0.7,7,0,105,3,105,7,5
O=c1[nH]n(-c2ccc([N+](=O)[O-])cc2)c(=O)c2ccccc12,99,-2.0,-4,0,103,2,103,0,-3
CCOC(=O)C1(Cc2ccc(OC)cc2)CCN(C(=O)CC2CCC(=O)N2)CC1 (centres undefined),97,-0.4,3,2,97,4,90,-3,2
Cc1ccc(NS(=O)(=O)c2cccc(C(=O)NNC(=O)NC3CCCCC3)c2)c(C)c1,84,-1.0,9,0,?,19,94,1,-1
CCOC(=O)N1CCN(c2nc(-c3cccs3)cc(C(F)(F)F)n2)CC1,92,-3.2,9,0,95,11,101,4,1

# Other structures.
SMILES,CIT2 TOR yeast,MEX-5 binding,GLD-1 RNA inh,GRK2 inh,AGP1 TOR yeast,VLA-4 inh,CR mimetic SO,MCL1 BIM primary,Bcl-xL primary
CCOc1ccc(/C=C2\CCC(C3CCCC3)C2=O)cc1 (centres undefined),105,-1.1,-7,0,107,17,100,1,4
CC1(C(=O)Nc2nccs2)Cc2ccccc2C(=O)O1 (centres undefined),104,0.6,5,1,105,11,84,7,5
COc1cccc(C(O)c2cnc(C(C)C)n2C)c1 (centres undefined),95,1.1,1,1,102,4,86,0,2
CCc1ccc(OCC(=O)OCC(=O)c2c(N)n(C)c(=O)n(C)c2=O)cc1,104,-3.5,-6,3,110,3,104,-8,-5
CN(C)c1ccc(NC(=O)COC(=O)Cn2nnc3ccccc32)cc1,113,-1.8,4,3,112,-6,115,4,3
O=C(CSc1n[nH]c(-c2ccccc2Cl)n1)NCc1cccc(C(=O)O)c1,90,1.9,-8,9,98,6,102,5,6
Cc1cccc(-c2cc(C(=O)Nc3c(C)n(C)n(-c4ccccc4)c3=O)c3ccccc3n2)c1,102,3.1,-1,3,99,-5,101,7,5
CCO[C@@H]1OC(C(=O)N2CCN(Cc3ccc4c(c3)OCO4)CC2)=C[C@H](c2csc3ccccc23)[C@H]1CCCO,110,-2.6,-3,1,111,-7,99,2,3
CCc1ccccc1N1C(=O)CC(Sc2nccc(C)n2)C1=O (centres undefined),107,-0.4,6,0,101,9,94,8,9
COc1ccc(NC(=O)CN(C)C(=O)c2sc3cc(Cl)ccc3c2Cl)cc1,93,0.0,-1,4,96,-2,105,8,1
CCOc1cc(/C=N\NC(=O)c2ccc(C)nc2)ccc1OC(=O)c1ccc(F)cc1,114,3.6,3,1,98,3,120,3,4
CCC(=O)NNC(=O)CCC(=O)Nc1cccc(Cl)c1C,105,-0.5,-1,0,103,-2,118,5,-4
Brc1cccc(OCCN2CCCCC2)c1,108,0.8,1,3,101,-6,87,15,8
C=CCn1c(=N)c(C(=O)NCCCOC)cc2c(=O)n3ccccc3nc21,?,0.7,4,0,89[may fluoresce violet],13,111,3,3
COc1ccc(C(=O)Cn2ccsc2=NC(C)=O)cc1,113,-0.2,2,4,114,-3,93,5,5
CCCNC(=O)c1ccc(-c2nn(C)c(=O)c3ccccc23)cc1,103,1.1,-9,0,105,-7,99,8,6
Cn1cc(C(=O)NC2CCCCCCC2)c(=O)c2cc(S(=O)(=O)N3CCCC3)ccc21,106,-2.7,7,0,104,13,106,12,11
O=C(Nc1cccc(C(=O)N2CCOCC2)c1)c1ccccc1Br,96,2.3,3,0,100,-3,98,-4,0
CCCCOC(=O)Nc1ccc(N(C)C)cc1,93,-0.3,4,0,102,3,95,7,0
CCOC(=O)c1ccc(N=Nc2c(C)[nH]n(-c3ccccc3)c2=O)cc1,106,-1.0,-2,1,100,-4,115,-4,-1
CCOC(=O)/C=C1\SCC(=O)N1CCOc1cccc(Br)c1,89,-1.0,-2,0,97,9,95,3,-4
O=C1C(=O)N(CC2COc3ccccc3O2)c2ccccc21 (centres undefined),108,-3.0,0,14,108,32,99,1,1
CCc1nnc2n1N=C(c1ccc(Br)cc1)CS2,91,3.3,6,0,95,11,116,2,9
O=C1c2cccnc2C(=O)N1CO,105,2.5,-5,1,101,-5,108,-4,4
O=C(OCc1c(F)cccc1Cl)c1cccnc1Cl,101,2.0,4,4,104,51*,96,7,5

# Quoted from the listing:
# Under MCL1 BIM primary, `Cn1cc(C(=O)NC2CCCCCCC2)c(=O)c2cc(S(=O)(=O)N3CCCC3)ccc21` shows 12
# Under MEX-5 binding, `C=CCn1c(=N)c(C(=O)NCCCOC)cc2c(=O)n3ccccc3nc21` shows 0.7

# (list continues)
SMILES,CIT2 TOR yeast,MEX-5 binding,GLD-1 RNA inh,GRK2 inh,AGP1 TOR yeast,VLA-4 inh,CR mimetic SO,MCL1 BIM primary,Bcl-xL primary
c1ccc(CCNc2ncnc3c2cnn3-c2ccccc2)cc1,92,2.0,2,1,93,7,84,13,3
CCCCNC(=O)CSc1nc(O)cc(=O)n1C1CCCC1,103,1.3,6,1,104,2,105,0,5
COc1cc2nc(-c3cccs3)oc(=O)c2cc1OC,100,-0.2,-5,74*,94,-11,94,-1,-2
Oc1ccccc1/C=N/n1c(-c2ccccc2)n[nH]c1=S,105,0.1,3,0,108,13,115,-14,-35
CCOC(=O)C1NN=C(C(=O)c2ccc(C)cc2)C1c1ccc(C)cc1 (centres undefined),96,3.6,-2,1,105,14,115,-9,3
O=C(O)c1ccc(NS(=O)(=O)c2ccc(Cl)cc2)cc1,102,0.5,-3,0,98,-3,102,-1,10
Cc1ccc(NS(=O)(=O)c2sc3ccc(Cl)cc3c2C)cc1,90,.,-6,1,97,12,115,0,-1
Cc1cc(C(=O)Cn2cc(C(F)(F)F)ccc2=O)c(C)n1CC1CCCO1 (centres undefined),117,.,-6,0,116,1,80,3,4
O=C(c1cccc(F)c1)N1CCC(c2nc3ccccc3s2)CC1,89,0.8,0,5,94,3,105,-2,3
CCN1CCCC1CNC1=NCCCCC1 (centres undefined),100,-2.8,-3,0,104,-8,91,4,7
O=C(CNC(=O)c1nc[nH]c1C(=O)N1CCNCC1)OCc1ccccc1,106,0.0,1,0,91,7,105,10,3
CCOC(=O)CSc1nc2nc(C)cc(C)n2n1,107,-0.4,13,0,107,24,95,0,2
CN(C)S(=O)(=O)c1ccc(NC(=O)CN2CCCc3ccccc32)cc1,104,2.9,-58,0,99,-1,91,6,23
Cc1cc(S(N)(=O)=O)c(N)c(S(N)(=O)=O)c1,98,-0.1,-60,2,100,-9,103,0,5
COc1ccc(CC(=O)N2CCN(S(=O)(=O)c3cc(Cl)ccc3Cl)CC2)cc1,100,.,0,2,99,-37,98,-7,0
CS(=O)(=O)c1ccc(-c2csc(-c3cccnc3)n2)cc1,89,-2.3,-2,0,84,-10,88,5,31*
CCC1C2CN(C(C)=O)CC=C2C(C#N)=C(N)C1(C#N)C#N (centres undefined),103,-3.7,13,0,103,10,91,22,19
Cc1ccc(NC(=O)c2ccco2)c(NC(=O)CN2C(=O)c3ccccc3C2=O)c1,99,-1.8,2,0,103,4,106,1,4
N#CCCn1cc(/C=N/O)c(-c2cccc([N+](=O)[O-])c2)n1,100,1.9,-3,22,97,-4,113,10,3
O=C(CSc1nnc(NC(=O)c2ccc(F)cc2)s1)NC1CC1,112,-2.9,7,2,103,9,127,-5,-2
O=C(COC(=O)c1ncc(Cl)c(Cl)c1Cl)Nc1ccc(Cl)cn1,99,-3.5,8,2,106,-1,126,6,7
C[C@]12C=CC(=O)C=C1CC[C@@H]1[C@@H]2[C@@H](O)C[C@@]2(C)[C@H]1CC[C@]2(O)C(=O)COC(=O)CCC(=O)NCCc1ccc(O)cc1,102,5.2,.,29,100,8,94,.,.
CN(C)C(=O)COc1ccc(S(=O)(=O)c2ccc(OCC(=O)N(C)C)cc2)cc1,107,-0.3,7,3,105,2,95,-5,-3
CCCC(C(=O)NCc1ccco1)N(C(=O)CNS(=O)(=O)c1ccccc1)C1CCCC1 (centres undefined),96,-1.3,-4,1,96,5,101,-4,-3
CCCCCC(=O)Nc1ccccc1N1CCN(c2ccccc2)CC1,95,0.6,-1,0,99,-23,105,6,0
O=C(Nc1cccc(-c2nn[nH]n2)c1)c1ccc(Br)s1,101,-0.4,9,0,102,-9,104,1,11
Nc1nnc(SCC(=O)N2CCc3ccccc3C2)s1,91,0.0,1,0,93,2,98,4,4

# Screening results (PubChem BioAssay)
